Screening results (PubChem BioAssay)
Hsp70 inhibitors = Hsp70 inhibitors, probe displacement, primary screen, biochemical, fluorescence polarization (AID 583); Hsp70 fluorescence polarization probe displacement, mP; higher % means a stronger effect; one-dose displacement, % at 20 µM; IC50 in µM for titrated hits; 140,000 compounds, 0.06% hits; in the data active = displacement above about 50%;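 note: plate controls were vehicle for no effect and reference ligand for full effect; a part of the inactive calls stands beside numbers as strong as those of hits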
MKP-3 inhibition = MKP-3 phosphatase inhibitors, primary screen, biochemical, rat enzyme, in vitro (AID 425); recombinant MKP-3 phosphatase activity, fluorescence; higher % means a stronger effect; one-dose inhibition, % at 20 µM; IC50 in µM for titrated hits; 110,000 compounds, 0.17% hits; in the data active = inhibition above about 50%;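 note: plate controls were vehicle for no effect and reference inhibitor for full effect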
* hit, by the source's call; . = no result given; & = joins results of further samples. A portion of the library, so the mix of outcomes need not match the whole.

MKP-3 inhibition	Hsp70 inhibitors	compound
-5%	0.1%	COc1ccccc1OCc1ccc(C(=O)N2CCN(C(=O)c3ccco3)CC2)cc1
1%	0.5%	CCOC(=O)C(=CNc1cc(OC)cc(OC)c1)C(=O)OCC
5%	5.5%	COc1ccc(CNC(=O)c2c(Cl)cccc2Cl)cc1
3%	-3.2%&1.5%	O=C1CC(C(F)(F)C(F)(F)C(F)(F)C(F)(F)F)=Nc2ccccc2N1
0%	0.1%	COC(=O)c1ccc(N2C(=O)C=CC2=O)cc1
1%	0.0%	Cc1ccc(C(=O)CSC2=NC(N)=C(C#N)C3(CCCCC3)C2C(N)=O)cc1 (configuration not stated)
-3%	-2.9%	Cc1nc2c3cnn(-c4ccc(C)c(C)c4)c3ncn2n1
-1%	4.7%	O=C(Nc1ccc(I)cc1Cl)c1ccco1
1%	-9.0%	CC1CCCC(NC(=O)CC2Nc3ccccc3NC2=O)C1C (configuration not stated)
-7%	0.9%	CCC(=O)N1CCc2cc(OC)c(OC)cc2C1COc1ccc(C(=O)OC)cc1 (configuration not stated)
5%	-3.2%	CCOC(=O)COc1ccc2c(c1)c(C(=O)OCC)c(C)n2C
0%	7.7%	CCOC(=O)C1CCCN(C(=O)Cn2nc(Cc3cccnc3)c3ccccc3c2=O)C1 (configuration not stated)
-5%	4.6%	c1coc(-c2nc3nc4ccccc4nc3n2CC2CCCO2)c1 (configuration not stated)
.	2.9%	COc1ccc(N(Cc2ccccc2)S(=O)(=O)c2cccc(C(=O)NC3=NCCS3)c2)cc1
10%	-3.8%	CCN1CCc2c(sc(NC(=O)c3ccc(S(=O)(=O)N4CCOCC4)cc3)c2C(=O)OC)C1
4%	5.3%	COc1cccc(-c2nc(-c3ccc(NC(=O)Cc4ccccc4OC)cc3)no2)c1
-6%	-1.5%	CCC(=O)N1CCc2cc(S(=O)(=O)CCC(=O)N3CCc4ccccc4C3)ccc21
-3%	-0.8%	COc1ccc(S(=O)(=O)NC(CC(=O)NCc2ccc3c(c2)OCO3)c2ccco2)cc1 (configuration not stated)
-7%	2.2%	CCc1c(O)nc(SCC(=O)Nc2ccccc2OC)[nH]c1=O
-3%	3.6%	Cc1ccc(N2C(=O)C(Cl)=C(N3CCN(C)CC3)C2=O)cc1
-1%	-4.9%	C=C(c1cccc2ccccc12)P(=O)(O)O
0%	1.3%	COc1ccc(NC(=O)CSc2nc3ccccc3s2)c(OC)c1
2%	3.2%	CCCCCOC(=O)c1ccc(NC(=O)c2ccco2)cc1
-6%	-0.9%	C=CCN1C(=O)CN=C1Nc1cc(C)ccc1C
-13%	1.2%	CC(=O)Nc1cccc2c1[n+]([O-])c(C)c(C)[n+]2[O-]
-11%	4.5%	CCN=C1SC(CC(=O)Nc2ccccc2OCC)C(=O)N1CC (configuration not stated)
0%	-0.1%	CCOC(=O)c1cc(C)n(-c2ccc(OC)c(OC)c2)c1C
.	-5.1%	COC1(OC)N=C(N)C2(C#N)C(c3ccccc3)NC(C)=CC12C#N (configuration not stated)
-1%	2.0%&-2.2%	Cc1ccc(N2CN=C(c3ccccc3)NC2=S)cc1
1%	-0.2%	CC1(C)Cc2c(sc3nc(SCc4ccc(Cl)cc4)n(Cc4ccccc4)c(=O)c23)CO1

Continued; it opens with the two that closed the last part.
MKP-3 inhibition	Hsp70 inhibitors	compound
-1%	2.0%&-2.2%	Cc1ccc(N2CN=C(c3ccccc3)NC2=S)cc1
1%	-0.2%	CC1(C)Cc2c(sc3nc(SCc4ccc(Cl)cc4)n(Cc4ccccc4)c(=O)c23)CO1
-5%	1.6%	Cc1cc(C)n(C(C)n2nc(C)cc2C)n1
0%	-1.3%	COc1nc(NCc2ccco2)nc(N2CCC(C)CC2)n1
-4%	-2.6%	CCC(C(=O)NCc1ccc(OC)cc1)c1ccccc1 (configuration not stated)
-10%	-5.2%	Cc1cc(C(=O)c2cccs2)c(N)s1
.	-2.4%	Cn1c(CN2CCN(c3cccc(Cl)c3)CC2)nc2ccccc21
16%	-5.5%	Cc1ccc(C(=O)C2=C(O)C(=O)N(c3ncccn3)C2c2cccc(Cl)c2)o1 (configuration not stated)
2%	0.2%	CCCOC(=O)c1ccc(NC(=O)OC)cc1
-8%	1.0%	Cc1cccc(CSc2nnc(-c3ccco3)n2C)c1
.	7.0%	Fc1ccccc1CN1CCCCCCC1
-7%	6.6%	CCOC(=O)C1=C(c2ccccc2)OC(N)=C(C#N)C1c1ccco1 (configuration not stated)
-21%	5.7%	Cn1c(=O)c2c(nc(SCc3ccccn3)n2C)n(C)c1=O
3%	1.8%	Cc1cccc(NC(=O)Nc2ccc(-c3nc4ccccc4s3)cc2)c1
4%	-1.3%	COc1ccc(C(=O)Nc2sc3c(c2C(N)=O)CCCC3)cc1
-1%	0.2%	O=S(=O)(Nc1ccccc1CO)c1ccc2ccccc2c1
3%	1.7%	COc1ccc(/C=C2\SC(N3CCCCCC3)=NC2=O)cc1OC
-14%	4.7%	CC(C)C(c1nnnn1C1CCCC1)N1c2ccccc2CC1C (configuration not stated)
1%	2.7%	CCOC(=O)NCc1cc(-c2nn(C)c(=O)c3ccccc23)ccc1C
0%	2.8%	CCOc1ccc(NC(=O)c2cnn(-c3ccccc3)c2NC(=O)c2ccccc2F)cc1
3%	.	Cc1ccc(-c2csc(NC(=O)c3ccc(Cl)cc3)n2)cc1
-7%	-1.3%	CCCC(=O)Nc1ccccc1NC(=O)CN(C)S(=O)(=O)c1ccc(C)cc1
1%	0.4%	CCCN(CCC)C(=O)CC(c1ccc(F)cc1)c1ccco1 (configuration not stated)
.	2.7%	Cc1ccc(S(=O)(=O)NC(=O)Nc2ccc(F)cc2)cc1
2%	-2.9%	Cc1cccc(OCCC(=O)Nc2c(C)n(C)n(-c3ccccc3)c2=O)c1
-2%	-2.8%	COc1ccc(NC(=O)c2ccco2)cc1NC(=O)c1cccc(OC(C)C)c1
-7%	9.8%	O=C(NC1CCCCCCC1)c1ccc(CNc2c(N3CCOCC3)c(=O)c2=O)cc1
-11%	0.0%	COc1ccc(S(=O)(=O)N2CCC(C(=O)N3CCCCC3)CC2)cc1OC
1%	8.5%	CCCCCOC(=O)C1[C@H]2C(=O)N(c3ccccc3CC)C[C@]23C=C[C@H]1O3 (some centres not stated)
-7%	2.2%	O=S(=O)(N1CCOCC1)N1CCN(c2ccccc2F)CC1
.	1.5%	CCC(C)[C@H](NC(=O)Nc1cccc(Cl)c1)C(=O)O (some centres not stated)
.	-3.4%	COc1ccc2c(c1)[nH]c1c(=O)n(CCCn3ccnc3)cnc12

A draw from above in order of heavy-atom count, ascending.
MKP-3 inhibition	Hsp70 inhibitors	compound
-10%	-5.2%	Cc1cc(C(=O)c2cccs2)c(N)s1
-1%	-4.9%	C=C(c1cccc2ccccc12)P(=O)(O)O
2%	0.2%	CCCOC(=O)c1ccc(NC(=O)OC)cc1
-6%	-0.9%	C=CCN1C(=O)CN=C1Nc1cc(C)ccc1C
-1%	2.0%&-2.2%	Cc1ccc(N2CN=C(c3ccccc3)NC2=S)cc1
0%	-1.3%	COc1nc(NCc2ccco2)nc(N2CCC(C)CC2)n1
-7%	2.2%	CCc1c(O)nc(SCC(=O)Nc2ccccc2OC)[nH]c1=O
-14%	4.7%	CC(C)C(c1nnnn1C1CCCC1)N1c2ccccc2CC1C (configuration not stated)
-7%	6.6%	CCOC(=O)C1=C(c2ccccc2)OC(N)=C(C#N)C1c1ccco1 (configuration not stated)
1%	2.7%	CCOC(=O)NCc1cc(-c2nn(C)c(=O)c3ccccc23)ccc1C
-11%	0.0%	COc1ccc(S(=O)(=O)N2CCC(C(=O)N3CCCCC3)CC2)cc1OC
1%	0.0%	Cc1ccc(C(=O)CSC2=NC(N)=C(C#N)C3(CCCCC3)C2C(N)=O)cc1 (configuration not stated)
-2%	-2.8%	COc1ccc(NC(=O)c2ccco2)cc1NC(=O)c1cccc(OC(C)C)c1
-7%	0.9%	CCC(=O)N1CCc2cc(OC)c(OC)cc2C1COc1ccc(C(=O)OC)cc1 (configuration not stated)
4%	5.3%	COc1cccc(-c2nc(-c3ccc(NC(=O)Cc4ccccc4OC)cc3)no2)c1
-3%	-0.8%	COc1ccc(S(=O)(=O)NC(CC(=O)NCc2ccc3c(c2)OCO3)c2ccco2)cc1 (configuration not stated)
10%	-3.8%	CCN1CCc2c(sc(NC(=O)c3ccc(S(=O)(=O)N4CCOCC4)cc3)c2C(=O)OC)C1

Additional records
MKP-3 inhibition	Hsp70 inhibitors	compound
0%	-0.4%	CCOC(=O)C1=C(C)N(c2ccccc2)C(C)=C(C(=O)OCC)C1c1ccc([N+](=O)[O-])cc1
5%	-0.1%	COc1ccc(OC)c(CNc2nc3ccccc3n2CCN2CCCCC2)c1
11%	0.4%	CCOC(=O)COc1cc(=O)n(CC)c2ccccc12
2%	2.8%	FC(F)(F)c1cccc(N2CCN(c3nnnn3-c3ccccc3)CC2)c1
-2%	-0.7%	COc1ccccc1N1CCN(C(=O)Nc2cccc(C)c2)CC1
-11%	.	CCCC(=O)C1=C(O)C(C(=O)OC)C(C)(C)CC1=Nc1ccccc1 (configuration not stated)
3%	-6.8%	Cc1ccc(-n2c(C)cc(/C=C3\SC(=O)NC3=O)c2C)cc1C
-1%	-7.1%	Cc1ccccc1CC1S/C(=N\N=C\c2ccco2)NC1=O (configuration not stated)
1%	0.0%	COc1ccc(C(=O)NC(N2CCCCC2)C(Cl)(Cl)Cl)cc1OC (configuration not stated)
-10%	0.4%	CN1C(=O)C(O)(CC(=O)c2cccc(-n3cccc3)c2)c2ccccc21 (configuration not stated)
-6%	4.1%	COc1ccccc1N1C(=O)CC(N2CCN(Cc3ccc4c(c3)OCO4)CC2)C1=O (configuration not stated)
2%	1.3%	COC(=O)c1ccccc1NC(=O)c1oc2ccc(C)cc2c1C
-6%	-0.1%	Cc1cc(C(=O)OCC(=O)Nc2nc(-c3ccccc3)cs2)c(C)o1
1%	3.9%	O=C(Nc1ccc(F)cc1F)c1cnn2c1NC(c1cccs1)CC2C(F)(F)F (configuration not stated)
2%	-3.1%	O=C(O)c1ccccc1SC1CC(=O)N(c2cccc(Cl)c2)C1=O (configuration not stated)
7%	5.9%	CC(C)(C)n1nnnc1C(c1cccs1)N(Cc1ccccc1)Cc1cccnc1 (configuration not stated)
-12%	-2.8%	CCOc1ccccc1N1CCN(Cc2ccc(OC)c(OC)c2OC)CC1
-4%	2.8%	O=C(Nc1c(-c2ccccc2)nc2ccccn12)c1ccco1
-4%	1.4%	COc1ccc(/C(O)=C2\C(=O)C(=O)N(CCc3ccccc3)C2c2ccc(C)cc2)cc1 (configuration not stated)
-2%	0.0%	CCCCOc1cc2oc(=O)cc(C)c2cc1OCCCC
7%	2.4%	Cc1sc2ncn(CC(=O)OC(C)C(=O)NC(C)(C)C)c(=O)c2c1C (configuration not stated)
-4%	-0.8%	Cn1nnnc1SCc1c(F)cccc1F
.	7.0%	COc1ccc(C(=O)Nc2nc3c(s2)Cc2cc(OC)ccc2-3)cc1
4%&5%	2.2%&3.0%	CN1CCc2c(sc3nc(=S)[nH]c(N)c23)C1
1%	-1.6%	Cc1cccc(N2CCN(C(=O)c3c(-c4ccccc4Cl)noc3C)CC2)c1C
0%	-1.0%	Cc1nn(S(=O)(=O)c2ccccc2[N+](=O)[O-])c(C)c1Sc1ccc([N+](=O)[O-])cc1
1%	17%	Cc1nc(SCC(=O)NCc2ccco2)nc(C)c1C
-6%	0.6%	CCCC(=O)Nc1sc(C(=O)OC)c(C)c1C(N)=O
6%	-4.0%	CCOC(=O)C1C(=O)C=C(N2CCOCC2)CC1c1cccc(OC)c1 (configuration not stated)
-1%	-3.1%	Cc1cc(Cl)cc(C)c1OCCN1CCCC1
-12%	-4.0%	O=C(NCc1ccc2c(c1)OCO2)C1CCCN(S(=O)(=O)c2cccs2)C1 (configuration not stated)
.	-1.6%	COc1ccc(OCC(=O)Nc2nnc(C)s2)cc1
2%	8.1%	COC(=O)COc1ccc(S(=O)(=O)NCc2ccncc2)cc1
0%	5.8%	c1ccc(-c2nn3c(-c4ccccc4)nnc3s2)cc1
.	-2.9%	Cc1ccc(C(=O)OCC(=O)NCc2ccco2)cc1
-2%	-3.4%	COc1ccc(-n2nc(C(=O)O)c3ccccc3c2=O)c(OC)c1
.	-4.6%	Cc1ccc(-c2csc(NC(=O)Cc3cccs3)n2)cc1C
1%	0.0%	Cn1cnnc1SCC(=O)NC(c1ccccc1)c1ccccc1
5%	3.0%	O=S(=O)(c1ccc(Cl)cc1)N1CCN(Cc2ccccc2C(F)(F)F)CC1
8%	2.1%	CCOC(=O)c1cccc(NC(=O)CSc2nc3ccccc3c(=O)n2CC)c1
.	-0.9%	CCOC(=O)c1c(N)sc(C(O)(C(F)(F)F)C(F)(F)F)c1-c1ccc(F)cc1
-1%	3.3%	O=C(NC1CCCCCC1)C1c2ccccc2C(=O)N1CCCN1CCOCC1 (configuration not stated)
-9%	2.9%	CCCCNC(=O)/C(=C/c1ccc(C)o1)NC(=O)c1ccccc1
0%	-2.0%	CCn1cc(Br)c(C(=O)Nc2ccc(C(=O)OC(C)C)cc2)n1
.	-1.2%	Cc1c(C#N)c(N=CN(C)C)c(C(=O)c2ccccc2)n1-c1ccc(Br)cc1
.	3.0%	COc1ccc(S(=O)(=O)N(CC(=O)O)c2ccccn2)cc1
-2%	2.1%	COC(=O)c1ccc(C(=O)OC)c(NS(=O)(=O)c2cc(Cl)ccc2Cl)c1
-6%	2.8%	COc1ccc(CCN(Cc2nc(-c3ccccc3)no2)Cc2nc(-c3ccccc3)no2)cc1OC
.	-10%	COc1ccc(Cl)cc1NC(=O)/C=C\C(=O)O
-1%	-1.5%	COCc1cc(C)nc2sc(C(=O)N3CCN(c4ccccc4)CC3)c(N)c12
-9%	9.3%	Nc1nn(S(=O)(=O)c2cccc3nsnc23)cc1-c1ccc(Br)cc1
